TRb-SRC2 inh = qHTS for Inhibitors of the Interaction of Thyroid Hormone Receptor and Steroid Receptor Coregulator 2 | TRbeta-SRC2 peptide binding, fluorescence polarization; receptor liganded with 1 µM T3 | Thyroid hormone receptor beta (Homo sapiens), P10828 | actives 0.065% (n = 280,000) | Potency, µM (titrated, usually from 106 µM), for the others: at the highest dose activity change, negative = inhibition, usual class: inhibitors | AID 1469, 2008;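 further: plate controls were bound peptide for no effect and peptide without receptor for full effect; nearly all actives have a fitted effect of over 50% in size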
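A fluorescence polarization screen tested compounds at multiple concentrations against complex formation between 0.6 uM TRb ligand-binding domain and 20 nM Texas Red SRC2 peptide, with 1 uM T3 present; readout after 5 hr.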
RECQ1 helicase = qHTS Assay for Inhibitors of RecQ-Like Dna Helicase 1 (RECQ1); AID 2549, 2010; ATP-dependent DNA helicase Q1 (Homo sapiens), P46063; Potency, µM (highest dose often 57.3 µM), for the others: at the top dose activity, negative = inhibition, hits mostly inhibitors; actives 0.54% (n = 240,000); RECQ1 DNA unwinding, red fluorescence kinetic read;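 further: plate controls were vehicle for no effect and no enzyme for full effect; nearly all actives have a fitted effect of over 30% in size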
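RECQ1T1 50 nM; forked duplex (20 bp + 30-nt ss tails) 200 nM, ATP 2 mM final; pH 8.0, 2 mM MgCl2, 2.5 ug/ml poly(dI-dC); 15 min compound preincubation; discontinuous kinetic read over 2 h at RT.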
LMNA splice mod = qHTS Assay for Modulators of Lamin A Splicing | HeLa LMNA splicing GFP/RFP minigene ratio, 48 h | Potency, µM (top dose mostly 46.1 µM), without a hit: top-dose ratio change, negative = inhibition, hits mostly inhibitors | actives 0.01% (n = 200,000) | AID 1487, 2009; active means well fitted inhibition curve with a large enough effect in the signal ratio, with a control signal flat, not every such curve was filed as active; inconclusive means small, poorly fitted or top-dose-only effect, or effect the other way, or a change in a side signal; the % refers to the signal ratio; further: on the % scale 0 is the no-effect control and ±100 the full control effect
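S3 HeLa stable clones carrying a lamin A-EGFP splicing minigene plus DsRed2 were seeded at 600 cells/well in Opti-MEM with 2% FBS, pin-dosed and incubated 48 h at 37°C. Acumen cytometry (488 nm) gave the GFP/RFP total-intensity ratio.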
JMJD2E inh = qHTS Assay for Inhibitors of Human Jumonji Domain Containing 2E (JMJD2E) | actives 1.6% (n = 230,000) | JMJD2E catalytic domain, FDH-coupled NADH fluorescence (FDH is formaldehyde dehydrogenase) | Potency, µM (titrated, usually from 57.1 µM), for the others: at the top dose activity change, negative = inhibition, hits mostly inhibitors | AID 2147, 2009; active means well fitted inhibition curve with a large enough effect, not every such curve was filed as active; inconclusive means small, poorly fitted or top-dose-only effect, or another doubt; inactive means no such curve, though single readings can be large or run the other way;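 further: 0% = wells with enzyme and -100% = buffer wells without enzyme; nearly all actives have a fitted effect of over 50% in size; many of its hits are not listed in these tables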
ALDH1A1 block = qHTS Assay for Inhibitors of Aldehyde Dehydrogenase 1 (ALDH1A1); Aldehyde dehydrogenase 1A1 (Homo sapiens), P00352; Purified ALDH1A1, NADH fluorescence, propionaldehyde substrate; Potency, µM (doses to about 75.3 µM), inactives show top-dose activity, negative = inhibition, actives largely listed as inhibitors; actives 7.3% (n = 220,000); AID 1030, 2008; active means well fitted inhibition curve with a large enough effect, not every such curve was filed as active; inconclusive means small, poorly fitted or top-dose-only effect, or another doubt; inactive means no such curve, though single readings can be large or run the other way;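 further: plate controls were no enzyme wells and a reference inhibitor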
Target sequence (P00352 whole entry, looked up): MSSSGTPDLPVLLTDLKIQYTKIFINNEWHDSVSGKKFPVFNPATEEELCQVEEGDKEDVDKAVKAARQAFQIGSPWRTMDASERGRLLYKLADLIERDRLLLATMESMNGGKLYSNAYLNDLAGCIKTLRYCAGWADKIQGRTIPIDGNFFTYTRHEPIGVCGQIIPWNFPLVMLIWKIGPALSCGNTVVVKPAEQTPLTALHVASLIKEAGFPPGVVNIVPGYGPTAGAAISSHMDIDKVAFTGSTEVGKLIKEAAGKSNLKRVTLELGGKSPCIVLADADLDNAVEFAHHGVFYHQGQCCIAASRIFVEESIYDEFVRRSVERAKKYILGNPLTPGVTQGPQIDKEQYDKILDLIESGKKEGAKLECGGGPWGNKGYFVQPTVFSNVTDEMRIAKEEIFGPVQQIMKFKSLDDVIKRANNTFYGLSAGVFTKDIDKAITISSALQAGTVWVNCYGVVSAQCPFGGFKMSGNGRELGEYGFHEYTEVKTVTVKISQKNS
SMN2 splice up = qHTS Assay for Enhancers of SMN2 Splice Variant Expression; HEK293 SMN2-luciferase splicing reporter, luminescence, 30-36 h; Potency, µM (series often up to 46.1 µM), for the others: top-dose activity change, positive = activation, usual class: activators; actives 2.8% (n = 210,000); further: % of control where 0% means no effect; nearly all actives have a fitted effect of over 55% in size
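qHTS luciferase splicing reporter: luminescence rises when SMN2 exon 7 is included in transfected HEK293 cells. Compound exposure lasted 30-36 h at 37C, with 4.5 mM final sodium butyrate as control, followed by a ONE-Glo read.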
RGS12 GoLoco inh = qHTS Assay for Inhibitors of RGS12 GoLoco Motif Activity (Red Fluorophore); Gai1:RGS12 GoLoco peptide FP, rhodamine, 10 min; Potency, µM (top dose mostly 61.6 µM), without a hit: at the highest dose activity, negative = inhibition, hits mostly inhibitors; AID 880, 2007; actives 0.44% (n = 230,000); Guanine nucleotide-binding protein G(i) subunit alpha-1 (Homo sapiens), P63096; active means well fitted inhibition curve with a large enough effect, not every such curve was filed as active; inactive means no such curve, though single readings can be large or run the other way; further: on the % scale 0 is the no-effect control and ±100 the full control effect; nearly all actives have a fitted effect of over 30% in size; many of its hits are not listed in these tables
Target sequence (P63096 whole entry, looked up): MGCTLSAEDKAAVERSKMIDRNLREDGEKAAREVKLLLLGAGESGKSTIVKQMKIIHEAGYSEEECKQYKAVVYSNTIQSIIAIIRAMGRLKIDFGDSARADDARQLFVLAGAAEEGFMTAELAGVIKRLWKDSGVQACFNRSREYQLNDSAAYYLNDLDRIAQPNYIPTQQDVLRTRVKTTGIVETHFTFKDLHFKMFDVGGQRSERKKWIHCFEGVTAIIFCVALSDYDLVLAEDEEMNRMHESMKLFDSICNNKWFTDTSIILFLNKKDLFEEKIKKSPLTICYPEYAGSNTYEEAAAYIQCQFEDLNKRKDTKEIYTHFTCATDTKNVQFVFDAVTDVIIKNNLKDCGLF
TexasRed fluor = Total Fluorescence Counterscreen for Inhibitors of the Interaction of Thyroid Hormone Receptor and Steroid Receptor Coregulator 2. TRb/SRC2 Texas Red total fluorescence interference. Potency, µM (doses to about 106 µM), for the others: at the top dose fluorescence change, negative = quenching. actives 0.29% (n = 280,000); active means well fitted curve in either direction with a large enough effect; inconclusive means small, poorly fitted or top-dose-only effect; further: on the % scale 0 is the no-effect control and ±100 the full control effect
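Human TRb ligand-binding domain at 0.6 uM with 20 nM Texas Red SRC2 peptide in Tris buffer containing 1 uM T3 and 5% DMSO, incubated with compound 5 h at ambient temperature. Total fluorescence (555/632 nm) calculated as parallel + 2 × perpendicular.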
An asterisk follows results filed as active; i = inactive; ? = inconclusive; / = not tested or not shown; [ ] = dose if it differs, or a comment. Unless noted, the call rests on the fitted dose curve; in most records, active means well fitted curve in the direction sought with a large enough effect; inconclusive means small, poorly fitted or top-dose-only effect, or another doubt; inactive means no such curve, though single readings can be large; an effect the other way counts as inactive or inconclusive. Potency means the concentration at half of the fitted maximal effect. Some of the compounds tested. The share of hits here may be higher or lower than overall.

SMILES | TRb-SRC2 inh | RECQ1 helicase | LMNA splice mod | JMJD2E inh | ALDH1A1 block | SMN2 splice up | RGS12 GoLoco inh | TexasRed fluor
CC1=NN(c2ccc(C)cc2C)C(=O)C1C(c1ccccc1O)C1C(=O)N(c2ccc(C)cc2C)N=C1C (stereo not drawn) | -13% | -4% | -2% | -2% | -12% | -4% | 3% | -2%
COc1ccc(C(C(=O)NC2CCCC2)N(C(=O)c2snc(-c3ccc(F)cc3)c2N)c2ccc(OC)cc2)cc1 (stereo not drawn) | -8% | 2% | -3% | ? | 3% | -7% | -13% | -3%
CCCc1cc(C(=O)NC2CCCCC2)no1 | 5% | 0% | -11% | 3% | ? | 14µM* | -43% | 3%
COCCCn1c(SCC(=O)NCc2ccccc2)nc2ccccc2c1=O | -10% | -5% | -12% | 3% | 4% | -2% | -4% | -3%
CC1CCN(C(=O)CSc2nncn2C)CC1 | -1% | 3% | 8% | -3% | 6% | 7% | 11% | -2%
Cc1ccc(Cl)cc1N1CCN(C(=O)COc2ccc(S(=O)(=O)NC(C)C)cc2)CC1 | -14% | -12% | ? | -1% | -12% | -64%[inhibitor] | -5% | 1%
Cc1c(Cl)cccc1NC(=S)N(Cc1cccnc1)Cc1ccccc1Cl | -4% | ? | ? | -2% | ? | -4% | 9% | 1%
COc1c(F)c(F)c(C(=O)O)c(Nc2cc(C)cc(C)c2)c1F | 10% | -1% | / | -4% | 2% | 1% | -4% | -1%
CCN1C(=O)c2ccc(C(=O)NCc3ccccc3)cc2C1=O | -4% | -12% | 20% | 12% | 4.5µM* | -1% | 5% | -4%
CN(CCCCCNC(=O)/C=N/O)Cc1ccccc1 | 4% | -1% | -8% | 7% | -6% | 9% | -11% | 1%
O=C(CNC(=O)c1ccccc1)NCC(=O)OCc1ccc(Cl)cc1 | 8% | ? | 11% | -1% | 10% | -9% | -1% | -1%
O=C(NN=C1CCCC1)C1COc2ccccc2O1 (stereo not drawn) | -1% | 2% | / | 61%[activator] | -6% | 12% | 4% | -2%
CCOC(=O)c1cc(-c2cccs2)nc2c1c(C)nn2-c1ccccn1 | 5% | -9% | ? | ? | ? | -50%[inhibitor] | 9% | -4%
O=C(c1ccc(CSc2nc3ccncc3[nH]2)cc1)N1CCCCCC1 | 4% | -4% | / | 9% | / | / | 9% | -6%
Cc1ccc(NCc2nnc(SCC(=O)Nc3cccc(O)c3)n2CC2CCCO2)c(C)c1 (stereo not drawn) | 2% | i | 7% | -1% | 4µM* | 11% | -2% | -3%
COc1cc2oc(=O)cc(-c3ccc(-c4ccc(C)cc4)cc3)c2c(OC)c1OC | 15% | -3%[81.1 µM] | / | / | ? | / | 9% | 1%
CCCN(CCC)C(=O)c1c(NC(=O)CC)sc2c1CCCCC2 | -5% | 4% | -15% | 9% | -3% | -28% | 6% | -9%
COCCn1c(SCC(=O)c2ccccc2)nc2ccccc2c1=O | 2% | -5% | 7%[46 µM] | 2% | 18µM* | / | 14% | -5%
Cc1nc(CSc2nc3[nH]ncc3c(=O)n2-c2ccccc2)cs1 | -3% | i | 23% | 5% | 13µM* | 20% | -13% | 2%
O=C(COc1ccc(/C=N/NS(=O)(=O)c2ccccc2)cc1)Nc1cccc(Cl)c1 | 0% | i | ? | -15% | -5% | / | / | -5%
COc1ccc(S(=O)(=O)N2CCN(S(=O)(=O)c3ccc(C(F)(F)F)cc3)CC2)cc1C | -4% | -3% | 11% | 7% | 1% | / | / | 3%
COc1ccc(OC)c(N(CC(=O)N2CCC(C)CC2)S(=O)(=O)c2ccccc2)c1 | 6% | 7% | 10% | -7% | -1% | -18% | -6% | -3%
O=C(N/N=C\c1cn[nH]c1-c1ccc(Cl)cc1)c1cccs1 | -5% | i | / | ? | / | / | 5% | 1%
O=C(CN1C(=O)C2CCCCC2C1=O)N1CCN(c2ccccc2)CC1 (stereo not drawn) | -5% | i | 6%[46 µM] | 5% | 1% | 11% | 3% | 3%
Nc1cc(=O)nc(SCC(=O)Nc2ccccc2Cl)n1-c1ccccc1 | -5% | -1% | -7%[9.22 µM] | -5% | 9% | 7% | 4% | -9%
C(=N\Nc1ccc(-n2ccnc2)nn1)/c1ccccc1 | -2% | i | -4% | -6% | 15% | 23% | -5% | -5%
CC(=O)c1cccc(NC(=O)NCc2ccccn2)c1 | -2% | i | 3% | -3% | -5% | 16µM* | 6% | 6%
CCOC(=O)/C=C1\SCC(=O)N1CC(=O)Nc1ccccc1OC(F)F | 4% | -7% | 14% | 3% | 13% | 10% | 7% | 1%
CCOc1ccc(NC(=S)Nc2ccccc2C2CC2)cc1 | -2% | 17% | / | -12% | -8% | -7% | 21% | -2%
O=C(Nc1ccccc1C(=O)N1CCOCC1)c1ccc([N+](=O)[O-])cc1 | -7% | 23% | / | 7% | -3% | 17% | 3% | -1%
Cc1ccc(-n2nc(-c3ccc(N)cc3)cc2N)cc1 | -1% | 6% | ? | -29% | -3% | 11µM* | 2% | -2%
C=CC[C@H]1CC(C)=C[C@H](CC=C)N1 | -3% | -1% | / | -9% | -3% | -42%[inhibitor] | -23% | -4%
O=C(Cn1nc(C(F)(F)F)c2c1CCCC2)N1CCOCC1 | 0% | i | / | 4% | -5% | -2% | -2% | -3%
Cc1ccc(C(=O)N/N=C/C2=Cc3ccccc3OC2C)cc1 (stereo not drawn) | 6% | -14% | ? | ? | ? | ? | 10% | 1%
COc1ccc(/C(C)=N/NC(=O)C(NC(=O)c2ccccc2)c2n[nH]c(=O)c3ccccc23)c(OC)c1 (stereo not drawn) | -5% | -1% | / | -17% | -9% | / | 1% | -8%
OCC1(CC2CCCCO2)CCN(Cc2cccc(O)c2)CC1 (stereo not drawn) | 5% | i | 2%[46 µM] | 8% | 9% | / | 9% | -2%
CCCCNC(=O)CSc1nc2ccc(N3CCOCC3)cc2c(=O)n1CCc1ccccc1 | -19% | -1% | ? | ? | ? | 3% | 3% | -1%
COc1ccc(NC(=S)N(CCN2CCOCC2)Cc2cc3cc4c(cc3[nH]c2=O)OCCO4)cc1 | -5% | 8% | ? | ? | ? | / | 4% | -4%
COc1ccc(Sc2ccc(/C=C3\C(=O)NN(c4ccccc4)C3=O)o2)cc1 | -5% | 10µM* | 7% | -12% | ? | 0% | 8% | -15%
O=C(NCCc1ccccc1)c1cccnc1N1CCCCCC1 | 7% | -4% | -4% | 2% | 3% | 17% | 5% | 0%
Cc1ccc(Br)cc1S(=O)(=O)N1CCN(c2ccccc2)CC1 | -1% | -1% | ? | -6% | -2% | -6% | -33% | -7%
Cn1c(C(=O)N2CCCC2)cc2c(=O)n(C)c3ccccc3c21 | -4% | -1% | -5% | -17% | -2% | -12% | 4% | -2%
COC(=O)CC1C(=O)NCCN1C(=O)Nc1ccc(Cl)cc1 (stereo not drawn) | -4% | -4% | 8% | -2% | 10% | -4% | 5% | -3%
COc1ccc(CNc2ncnc3cc(Cl)ccc23)cc1OC | -3% | -3% | / | -1% | 5% | / | 1% | -2%
COC(=O)COc1cc(OCC(=O)OC)c2c(C)c(Cl)c(=O)oc2c1 | 10% | 2% | -3% | -4% | ? | / | 12% | -2%
Cc1ccccc1C(=O)NCCNc1ccc([N+](=O)[O-])cc1 | 10% | i | -27%[46 µM] | ? | ? | -8% | 15% | -3%
Fc1ccc(-c2ncc3ccccn23)cc1 | 6%[53 µM] | i | / | -10% | 15% | / | 68%[activator] | -1%[53 µM]
Cc1ccccc1NC(=O)c1ccccn1 | 6% | i | / | -3% | -1% | / | 14% | 0%
CCOc1cc(CNCCO)cc(Br)c1OCc1ccc(Cl)cc1 | -1% | -18% | ? | -5% | -5% | -11% | -5% | -3%
CCN(CC)c1ccc2c(C)c(-c3ccc(N)cc3)c(=O)oc2c1 | 6% | -2% | -1% | ? | ? | ? | -4% | -2%
Later entries:
SMILES | TRb-SRC2 inh | RECQ1 helicase | LMNA splice mod | JMJD2E inh | ALDH1A1 block | SMN2 splice up | RGS12 GoLoco inh | TexasRed fluor
O=C(Nc1ccc2c(c1)OCCO2)c1ccoc1 | 1% | -4% | / | 3% | / | / | 8% | -6%
Cc1ccc(Oc2cc(NC(=O)CCCn3nc([N+](=O)[O-])cc3C)cc([N+](=O)[O-])c2)cc1 | -4% | -21% | ? | 5% | 0% | -20% | -8% | 1%
COC(=O)c1ccc(/C=N/OCC(=O)NC2CCCC(C)C2C)cc1 (stereo not drawn) | 1% | -5% | 4% | 6% | 2% | -74%[inhibitor] | -10% | -3%
COC(=O)Nc1ccc(S(=O)(=O)N2CCCCC2C(=O)O)cc1 (stereo not drawn) | -1% | i | 20%[46 µM] | 7% | ? | 8% | -3% | -3%
COc1ccc2c(=O)c3c(=O)n(Cc4ccco4)c(C(C)C)nc3oc2c1 | 2% | 5% | 3% | -3% | 9.5µM* | 9% | 19% | -4%
Cc1cccc(N(CC(=O)N=Nc2c(O)[nH]c3ccccc23)S(C)(=O)=O)c1C | -1% | i | -5% | 0% | ? | 4% | -2% | -5%
Cc1ccc(-c2[nH]ncc2CNCCc2cnn(-c3ccccc3)c2)cc1C | 3% | -12% | / | 0% | / | / | 5% | -1%

Source: PubChem (National Center for Advancing Translational Sciences (NCATS))
